# RXFP1 antag: blocks the human relaxin receptor RXFP1. Q9HBX9. HEK293-RXFP1, relaxin-stimulated cAMP HTRF, 30 min; active compounds read low. activity change, negative = inhibition, % at 57.5 µM. 350,000 tested, 0.59% active;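 active means activity change of -60% or lower, but not beyond a set lower limit; inconclusive means change between -60% and -40%, or beyond the set limit; inactive means change above -40%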; further: on the % scale 0 is the no-effect control and ±100 the full control effect
# D1 antag: blocks dopamine activation of the human D1 receptor | P21728 | HEK293 TREx D1 cells, calcium flux, dopamine EC80; active compounds read low | activity change, negative = inhibition, % at 10 µM | 360,000 tested, 3.2% active | AID 504652; in the data active means activity change below about -30%; further: on the % scale 0 is the no-effect control and ±100 the full control effect
# Target sequence (P21728 whole entry, looked up): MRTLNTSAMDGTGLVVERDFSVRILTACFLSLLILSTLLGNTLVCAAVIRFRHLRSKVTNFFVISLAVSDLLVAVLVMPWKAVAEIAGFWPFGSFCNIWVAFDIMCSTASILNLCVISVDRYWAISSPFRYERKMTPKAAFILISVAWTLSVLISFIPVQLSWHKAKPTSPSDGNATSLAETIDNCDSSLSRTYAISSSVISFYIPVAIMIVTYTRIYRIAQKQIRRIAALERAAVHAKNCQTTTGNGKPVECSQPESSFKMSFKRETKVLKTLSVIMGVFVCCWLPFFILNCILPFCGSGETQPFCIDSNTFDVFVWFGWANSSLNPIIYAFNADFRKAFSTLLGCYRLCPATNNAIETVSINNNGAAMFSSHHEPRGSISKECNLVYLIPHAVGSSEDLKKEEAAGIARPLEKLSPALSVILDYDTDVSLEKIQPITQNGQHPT
#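 Using tetracycline-induced force-coupled D1 Hek293 cells and a calcium dye, signals were followed for 180 s after compound, then for 180 s after EC80 dopamine, to detect inhibitors.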
# D2 antagonist: antagonizes the human D2 dopamine receptor | P14416 | HEK293 TREx D2 cells, calcium flux, dopamine EC80 | inhibition, % at 10 µM | 340,000 tested, 2% active | AID 485344; in the data active means inhibition above about 30%; further: 0% is about no effect
# Target sequence (P14416 whole entry, looked up): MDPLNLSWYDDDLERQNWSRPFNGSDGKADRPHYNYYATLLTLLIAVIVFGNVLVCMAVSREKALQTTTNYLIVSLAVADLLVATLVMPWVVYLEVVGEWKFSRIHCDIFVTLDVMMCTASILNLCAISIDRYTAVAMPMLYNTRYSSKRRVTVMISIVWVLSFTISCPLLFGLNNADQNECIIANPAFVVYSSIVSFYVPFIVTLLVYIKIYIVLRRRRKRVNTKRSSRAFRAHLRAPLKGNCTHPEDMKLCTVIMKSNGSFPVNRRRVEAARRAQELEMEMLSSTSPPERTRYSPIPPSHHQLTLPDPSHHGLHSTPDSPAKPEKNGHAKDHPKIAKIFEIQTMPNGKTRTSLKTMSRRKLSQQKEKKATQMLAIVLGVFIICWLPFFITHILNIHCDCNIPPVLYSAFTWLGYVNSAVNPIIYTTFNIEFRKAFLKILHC
#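 Dopamine at EC80 is the agonist stimulus; test compounds precede it by 180 s. Calcium flux read kinetically in a force-coupled, inducible HEK293 T-REx D2 cell line.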
# D1 potentiator: potentiators of human D1 dopamine receptor; P21728; HEK293 TREx D1 cells, calcium flux, dopamine EC20 potentiation; potentiation, % at 10 µM; 360,000 tested, 0.036% active; in the data active means potentiation above about 30%; further: 0% is about no effect
# TRHR PAM: TRH receptor (human) allosteric enhancement. TRHR cells, fluo-8 calcium fluorescence, EC20 TRH enhancement. enhancement, % at 2 µM. P34981. 360,000 tested, 0.66% active; in the data active means enhancement above about 30%; further: 0% is about no effect
#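 Enhancer read-out: after compound pinning and an initial kinetic agonist-mode read, an EC20 of TRH (10 nM final) was injected and fluo-8 calcium signal (Ex 480/Em 530) followed at 1 s/cycle for 100 cycles in TRHR-expressing cells.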
# D2 PAM: positive allosteric modulators of human D2 dopamine receptor; P14416; HEK293 T-REx D2, calcium flux, EC20 dopamine potentiation; potentiation, % at 10 µM; 340,000 tested, 0.34% active;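 active means potentiation over 3 SD above the plate norm, cut at about 30% in these data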; further: 0% is about no effect
#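 Calcium flux readout, no-wash dye, 1 read/s. Inducible HEK293 Trex D2 line, overnight 30 C. Compound alone 180 s (agonist flags), then EC20 dopamine, another 180 s to score potentiation.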
# RXFP1 ag: agonists of human relaxin receptor RXFP1 | Q9HBX9 | HEK293T-RXFP1 cAMP TR-FRET, 30 min; response scale: percent of porcine relaxin response, buffer zero | Potency, µM (titrated, usually from 57.5 µM), for inactives: at the top dose activation, most hits filed as activators | 370,000 tested, 0.3% active; active means well fitted activation curve with a large enough effect; inconclusive means small, poorly fitted or top-dose-only effect; further: potency means the concentration at half of the fitted maximal effect; on the % scale 0 is the no-effect control and ±100 the full control effect; nearly all actives have a fitted effect of over 60% in size; many of its hits are not listed in these tables
#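 HEK293 cells stably expressing RXFP1, treated 30 min at 37C with compounds plus PDE4 inhibitor Ro 20174; cAMP measured by HTRF TR-FRET. Normalized to buffer and 29 nM porcine relaxin; EC50 by Hill fit.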
# D1 ag: human D1 receptor agonism | 360,000 tested, 1% active | HEK293 T-REx D1 cells, calcium flux, agonist mode | activation, % at 2 µM | P21728; in the data active means activation above about 30%; further: 0% is about no effect
#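 Inducible HEK293 T-REx D1 cells, force-coupled to calcium signalling, were plated at 4000 cells/well with tetracycline and held overnight at 30 C. After no-wash calcium dye loading, compound-evoked calcium rise over 180 s flagged agonists.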
# D2 ag: activates the human D2 dopamine receptor. P14416. HEK293 T-REx D2 cells, calcium flux agonist mode. activation, % at 2 µM. 340,000 tested, 0.53% active. AID 485358;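 active means activation over 3 SD above normal in the single-dose calcium agonist read, cut at about 30% in these data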; further: 0% is about no effect
#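 Calcium-flux readout, 1 cycle/sec over 180 s following compound pin transfer, in inducible HEK293 Trex D2 cells (force-coupled); dopamine controls included. Positive calcium responses during this window marked compounds as potential agonists.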
# Active calls of the source: *; ? = inconclusive; / = not tested or not shown. Some of the compounds tested; the hit share may differ from the screen's.
SMILES,RXFP1 antag,D1 antag,D2 antagonist,D1 potentiator,TRHR PAM,D2 PAM,RXFP1 ag,D1 ag,D2 ag
CCOC(=O)N1CCC(NC(=O)c2ccc(CS(=O)(=O)c3ccccc3C)o2)CC1,18.8,-9.1,-0.7,-1.6,-13.1,5.0,0.1%,1.4,-1.0
COc1ccc(Cc2nnnn2CC(=O)O)cc1,-15.8,8.3,35.2*,-1.6,0.5,0.9,-0.6%,3.4,1.1
Cc1cccc(Oc2ccc3c(c2)Oc2ccccc2NC3=O)c1,-19.5,0.9,/,-5.3,-1.7,-7.4,0.7%,0.1,0.8
O=C(Nc1cc(S(=O)(=O)N2CCOCC2)ccc1N1CCCCC1)c1ccc(Cl)cc1,2.7,-3.2,-19.6,7.3,-3.8,-2.8,-1.1%,0.1,1.3
Cc1n[nH]c(=O)n1-c1ccc(Oc2ccccc2)cc1,-30.3,5.3,-1.0,-3.9,4.1,17.8,-1.2%,1.7,0.4
CSc1ccc(C#N)cc1NC(=O)c1cccc(Cl)c1,-3.3,-19.3,4.3,-12.9,2.9,14.8,-3.3%,5.6,1.1
CCCCn1c(SCC(=O)NCC2CCCO2)nc2ccc(N3CCOCC3)cc2c1=O (stereo not drawn),-4.4,-18.9,3.0,-4.0,-1.7,-2.4,2.5%,-0.1,-0.6
COc1ccc(S(=O)(=O)N2CCOCC2)cc1NC(=O)CSc1ccccc1,-8.4,-27.0,-3.3,-8.0,-1.2,5.1,-2.9%,9.7,-0.6
Cn1nc(-c2ccc3c(c2)OCCO3)c2ccccc2c1=O,-7.5,-33.9*,9.3,-6.0,-4.3,8.6,1.9%,20.2,1.2
COc1ccc(NC(=O)C2CCN(S(=O)(=O)c3cccnc3)CC2)cc1Cl,/,6.8,15.6,-3.3,1.9,-3.2,0.1%,-2.5,0.3
CC(=O)c1cccc(NC(=O)c2ccccc2OCc2ccc(F)cc2)c1,-5.3,4.6,/,-6.1,4.2,/,6.8%,5.6,/
CC(=O)Nc1ccc(C(=O)N/C(=C/c2ccccc2)C(=O)NCc2ccco2)cc1,0.6,-2.2,0.9,-4.5,2.8,-0.5,2.5%,1.1,0.8

# Only D1 ag and TRHR PAM, for some of the entries so far:
SMILES,D1 ag,TRHR PAM
Cc1n[nH]c(=O)n1-c1ccc(Oc2ccccc2)cc1,1.7,4.1
CSc1ccc(C#N)cc1NC(=O)c1cccc(Cl)c1,5.6,2.9
CCCCn1c(SCC(=O)NCC2CCCO2)nc2ccc(N3CCOCC3)cc2c1=O (stereo not drawn),-0.1,-1.7
COc1ccc(S(=O)(=O)N2CCOCC2)cc1NC(=O)CSc1ccccc1,9.7,-1.2
Cn1nc(-c2ccc3c(c2)OCCO3)c2ccccc2c1=O,20.2,-4.3

# (further entries)
SMILES,RXFP1 antag,D1 antag,D2 antagonist,D1 potentiator,TRHR PAM,D2 PAM,RXFP1 ag,D1 ag,D2 ag
O=C(CSc1nnc(-c2ccc(F)cc2)c2ccccc12)Nc1ccccc1Cl,-2.0,-12.3,10.9,-0.8,-3.4,-0.9,0.2%,5.7,-0.4
Cc1cc(C)c2nc(N3CCCC(C(=O)NCc4cccc(Cl)c4)C3)sc2c1 (stereo not drawn),-3.9,-4.1,/,-2.4,20.1,16.4,-2.5%,-0.1,0.1
C/C(=N\NC(=O)c1cccs1)c1ccncc1,-2.0,22.8,-5.1,-5.6,4.5,-26.8,-0.9%,1.5,-2.6
Cc1ccc2c(c1)C1CCCC3C1N2CC(=O)N3Cc1ccccc1 (stereo not drawn),/,-3.2,-6.0,-4.2,-21.5,23.8,0.1%,3.5,-0.2
O=C(c1csc2ccccc12)N1CCN(c2ccccn2)CC1,-16.5,5.6,18.0,-6.8,-3.8,-7.1,-0.2%,2.0,-0.2
O=C(O)CN1C(=O)/C(=C\c2ccc(OC(=O)c3ccco3)cc2)SC1=S,-4.4,6.2,-3.4,5.8,2.1,/,0.2%,4.9,0.7
Cc1cn2c(=O)cc(COC(=O)c3cccc(NC(=O)COc4ccccc4Cl)c3)nc2s1,-1.2,9.6,/,-0.2,-1.5,6.6,5.8%,1.8,-0.1
Cc1ccc(C(=O)NC(c2ccccc2)C(Cl)Cl)cc1 (stereo not drawn),12.5,-11.9,-1.9,-4.0,-4.6,-3.5,-0.5%,-0.2,0.6
CCC(=O)NN1CCN(c2ccncc2S(=O)(=O)N2CCCCC2)CC1,-4.6,-26.4,-2.3,-5.8,8.4,-1.6,3.1%,2.5,0.2
Cc1cccc(-c2nc(CCNC(=O)c3ccc(Br)o3)cs2)c1,?,-10.0,/,-4.8,0.0,2.2,1.7%,3.3,0.9
COc1ccc(N(CC(=O)N/N=C/c2ccc(OC3CSC3)cc2)S(=O)(=O)c2ccccc2)cc1,-0.8,-1.2,15.7,-0.7,6.3,-5.1,2.6%,5.7,-0.1
COc1ccc2[nH]cc(CCN3C(=O)c4ccc(C(=O)O)cc4C3=O)c2c1,15.9,-12.2,-6.2,-0.7,1.5,-8.2,0.1%,0.6,-1.1
C(=N/Nc1nccs1)/c1cccnc1,1.6,8.6,7.4,1.6,-26.0,-0.8,0.4%,2.7,0.4
CCN(C(=O)c1ccc2c(OC)n(CC)nc2c1)c1ccc(OC)cc1,/,29.6,-12.6,-0.7,12.8,16.9,3.4%,3.3,-0.7
O=C(Nc1cccc(S(=O)(=O)N2CCOCC2)c1)c1cc2c(s1)CCC2,-11.9,-19.7,29.1,-4.2,-2.4,-10.8,-0.2%,-1.4,0.5
N#C/C(C(=O)NCc1ccccc1)=C1\SC(CCO)C(=O)N1c1ccccc1 (stereo not drawn),-4.3,-0.5,7.5,-2.1,0.5,-0.9,-0.5%,0.4,0.6
CCOc1ccc(NC(=O)c2cnc3sc(N4CCOCC4)nn3c2=O)cc1,-1.0,-1.8,/,-4.0,9.5,9.0,14.3%,2.1,-1.0
CC(=O)N1CCN(CC(C)(C)NS(=O)(=O)c2ccc(C)cc2)CC1,1.6,-15.6,2.6,11.9,5.2,14.4,1.9%,0.9,-0.5
COc1ccc(CNc2oc(COc3ccccc3)nc2C#N)cc1,-10.7,6.4,0.1,-1.7,-3.7,1.7,0.3%,2.5,0.8
CCOC(=O)CSc1ncc(-c2cccc(Cl)c2)cn1,-4.4,-24.0,6.6,-13.7,23.8,9.9,0.8%,2.5,0.9
COc1ccc2cc3cc(C(=O)NCCN4CCN(Cc5ccccc5)CC4)oc3nc2c1,-9.9,20.0,-1.6,-6.0,5.4,-5.4,4.8%,1.2,8.9
CCCN(CC(=O)Nc1ccccc1OC)C(=O)C1=COCCO1,0.0,5.2,-8.5,-3.7,0.4,-7.9,1.2%,3.2,0.1
Cc1cc(C)nc(NC(=O)c2cccs2)n1,0.3,-1.4,-0.8,2.8,3.3,-7.9,0.0%,1.6,1.4
COc1ccc(Cl)cc1NC(=O)C1Cc2ccccc2CN1S(C)(=O)=O (stereo not drawn),-14.6,28.2,16.3,6.3,-5.7,8.0,-1.2%,-1.7,-1.4
CCN1C(=O)c2ccccc2S(=O)(=O)c2ccc(C(=O)NCc3ccc(C)cc3)cc21,/,-11.3,/,-1.1,-9.0,-5.4,0.0%,0.7,0.2
C/C(=N\NC(=O)c1cccnc1)c1ccc(C)c([N+](=O)[O-])c1,8.3,12.7,4.7,5.5,0.4,-6.6,8.3%,4.4,-0.3
Cc1cc(C)c(NC(=O)CN2CCN(c3ccccn3)CC2)c(C)c1,5.6,-0.4,21.4,-3.6,0.7,-3.6,-2.4%,6.8,20.7
CCn1cc(/C=C(\NC(=O)c2ccc(C)cc2)C(=O)NCCCN2CCOCC2)c2ccccc21,7.6,2.4,10.1,-1.1,13.6,-9.1,-0.1%,0.7,0.6
CCOc1cc(-n2ncc(C#N)c2N)nc(SC)n1,8.9,-19.9,-22.2,-8.7,-3.4,8.5,-0.3%,0.6,-2.1
CCCCOCCCNC(=O)CC(C)c1ccccc1 (stereo not drawn),15.9,-10.4,-4.5,0.1,10.8,-8.3,-2.3%,2.5,0.3
Cc1c(C(c2ccccc2Br)c2c(C)n(C)n(-c3ccccc3)c2=O)c(=O)n(-c2ccccc2)n1C,-0.2,15.3,7.5,-6.5,-7.0,-2.7,1.2%,4.6,-0.4
O=[N+]([O-])c1ccc(O)c(/C=N/NC(=S)Nc2ccc(Cl)cc2Cl)c1,0.3,-39.6*,5.9,-12.3,-14.1,-17.0,-0.2%,11.8,-0.5
COc1ccc(-c2cc(C(F)(F)F)nc(N3CCOCC3)n2)cc1,-6.8,-12.1,1.2,5.2,6.2,12.3,-0.3%,4.6,0.0
COc1ccccc1-c1cc(C(=O)N2CCCc3ccccc32)no1,-8.2,-10.2,3.1,-8.8,-3.5,3.7,2.9%,3.6,-0.4
O=C(c1ccc(CS(=O)(=O)c2ccc(Br)cc2)o1)N1CCCCCC1,/,-23.7,-16.7,/,-3.8,-1.2,0.1%,33.4*,0.8
COc1ccc(OCCNC(=O)C(Cc2c[nH]c3ccccc23)NC(C)=O)cc1 (stereo not drawn),6.6,14.4,5.9,-4.2,-0.1,18.1,-3.4%,0.2,1.1

# In the list so far, these contain bromine:
SMILES,RXFP1 antag,D1 antag,D2 antagonist,D1 potentiator,TRHR PAM,D2 PAM,RXFP1 ag,D1 ag,D2 ag
Cc1cccc(-c2nc(CCNC(=O)c3ccc(Br)o3)cs2)c1,?,-10.0,/,-4.8,0.0,2.2,1.7%,3.3,0.9
Cc1c(C(c2ccccc2Br)c2c(C)n(C)n(-c3ccccc3)c2=O)c(=O)n(-c2ccccc2)n1C,-0.2,15.3,7.5,-6.5,-7.0,-2.7,1.2%,4.6,-0.4
O=C(c1ccc(CS(=O)(=O)c2ccc(Br)cc2)o1)N1CCCCCC1,/,-23.7,-16.7,/,-3.8,-1.2,0.1%,33.4*,0.8

# Later entries
SMILES,RXFP1 antag,D1 antag,D2 antagonist,D1 potentiator,TRHR PAM,D2 PAM,RXFP1 ag,D1 ag,D2 ag
CNc1nc2[nH]c(=O)c3c(c2s1)OC(N)=C(C#N)C3c1ccccc1 (stereo not drawn),5.7,7.4,-3.8,-7.2,1.6,8.8,5.5%,1.4,0.9
CC(=O)c1cccc(NC(=O)Cc2coc3cc4c(cc23)CCC4)c1,-3.5,-11.4,7.2,-0.2,2.1,2.8,1.9%,7.5,-1.1
O=C(COc1ccc(F)cc1Br)Nc1ccccc1N1CCOCC1,-37.9,-7.4,12.2,0.1,-1.8,-6.4,2.6%,1.2,1.1
CNC(=S)N(Cc1ccc(OC)cc1)Cc1cc2ccc(C)cc2[nH]c1=O,-9.2,3.5,/,0.5,-4.0,/,0.1%,1.8,/
Cc1ccc(S(=O)(=O)N(CC(=O)NC2CCCC2)c2cccc(C)c2)cc1,/,9.0,2.0,-3.5,8.9,6.5,0.4%,-0.9,-0.1
